Source: PubChem BioAssay
SR-BI DiI inh = mouse SR-BI HDL lipid transfer inhibition | Q61009 | ldlA[mSR-BI] CHO cells, DiI-HDL uptake fluorescence, 3 h | inhibition, % at 12.5 µM | hit rate 0.96% among 320,000 | AID 488896;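 active means mean replicate inhibition of at least 70% and a set share of replicates each scoring 70 or more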;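 further: 0% = median of neutral control wells and 100% = median of positive control wells; values of inactives mirror those of a sister screen read the other way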
HTR5A inv ag = HTR5A inverse agonism, opioid heterodimer counter-screen | HTR5A cell line, luminescence | inhibition, % at 9.3 µM | hit rate 0.083% among 340,000 | AID 504634; in the data active means inhibition mostly above about 23%, no sharp cut-off; inactive means mostly below about 18%;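 further: 0% = cells with DMSO and 100% = no-cell wells with DMSO; some compounds called inactive have numbers as strong as hits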
HTR5A ag ctr = activates human HTR5A in OPRM1-OPRD1 agonist counter-screen | AID 504692 | activation, % at 9.3 µM | hit rate 0.61% among 340,000 | P47898 | HTR5A agonist assay, luminescence, cell-based; in the data active means activation mostly above about 9.5%, no sharp cut-off; inactive means mostly below about 7.6%;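 further: 0% = cells with vehicle only and 100% = reference agonist; strong numbers were not always called active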
MITF act = MITF TRPM1 promoter activation in melanoma cells. hit rate 0.75% among 300,000. activation, % at 12.5 µM. AID 588334. SK-MEL-5 TRPM1-promoter luciferase, 24 h; % of positive control, neutral wells = 0;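 active means mean activation of at least 80% with every replicate also reaching 80%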;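 further: 0% = neutral control wells and 100% = parthenolide positive control wells; values of inactives mirror those of a sister screen read the other way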
V-ATPase pH = yeast V-ATPase proton transport regulation by pHLuorin | S. cerevisiae, pHLuorin cytosolic pH fluorescence | AID 504577 | hit rate 0.37% among 350,000 | response, % at 10 µM; in the data active means response mostly above about 7.3%, no sharp cut-off; inactive means mostly below about 5.4%; further: actives read high; inactives centre near 0; some compounds called inactive have numbers as strong as hits; reference of the scale not given here
PvdQ inh = P. aeruginosa PvdQ acylase inhibition | purified PvdQ acylase, fluorescence plate reader | AID 488965 | inhibition, % at 10 µM | hit rate 0.063% among 340,000; in the data active means inhibition above about 30%, passing the limit was not always enough;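 further: 0% = vehicle neutral wells and 100% = reference inhibitor wells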
CDK5 inh = CDK5/p35 (human) kinase inhibition. inhibition, % at 10 µM. Recombinant CDK5/p35, ADP-Glo luminescence, 60 min. hit rate 0.01% among 330,000. Q00535+Q15078;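 active means highest replicate inhibition of at least 50% and at least 75% of replicates reaching 50%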;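 further: plate controls were DMSO neutral control for no effect and GW8510 at 10 µM for full effect; many of its hits are not listed in these tables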
NSD2 inh = blocks human histone methyltransferase NSD2; O96028; NSD2 peptide methylation, AlphaScreen, 120 min; hit rate 0.54% among 310,000; AID 743445; inhibition, % at 12.5 µM; in the data active means inhibition above about 50%
Target sequence (O96028 whole entry, looked up): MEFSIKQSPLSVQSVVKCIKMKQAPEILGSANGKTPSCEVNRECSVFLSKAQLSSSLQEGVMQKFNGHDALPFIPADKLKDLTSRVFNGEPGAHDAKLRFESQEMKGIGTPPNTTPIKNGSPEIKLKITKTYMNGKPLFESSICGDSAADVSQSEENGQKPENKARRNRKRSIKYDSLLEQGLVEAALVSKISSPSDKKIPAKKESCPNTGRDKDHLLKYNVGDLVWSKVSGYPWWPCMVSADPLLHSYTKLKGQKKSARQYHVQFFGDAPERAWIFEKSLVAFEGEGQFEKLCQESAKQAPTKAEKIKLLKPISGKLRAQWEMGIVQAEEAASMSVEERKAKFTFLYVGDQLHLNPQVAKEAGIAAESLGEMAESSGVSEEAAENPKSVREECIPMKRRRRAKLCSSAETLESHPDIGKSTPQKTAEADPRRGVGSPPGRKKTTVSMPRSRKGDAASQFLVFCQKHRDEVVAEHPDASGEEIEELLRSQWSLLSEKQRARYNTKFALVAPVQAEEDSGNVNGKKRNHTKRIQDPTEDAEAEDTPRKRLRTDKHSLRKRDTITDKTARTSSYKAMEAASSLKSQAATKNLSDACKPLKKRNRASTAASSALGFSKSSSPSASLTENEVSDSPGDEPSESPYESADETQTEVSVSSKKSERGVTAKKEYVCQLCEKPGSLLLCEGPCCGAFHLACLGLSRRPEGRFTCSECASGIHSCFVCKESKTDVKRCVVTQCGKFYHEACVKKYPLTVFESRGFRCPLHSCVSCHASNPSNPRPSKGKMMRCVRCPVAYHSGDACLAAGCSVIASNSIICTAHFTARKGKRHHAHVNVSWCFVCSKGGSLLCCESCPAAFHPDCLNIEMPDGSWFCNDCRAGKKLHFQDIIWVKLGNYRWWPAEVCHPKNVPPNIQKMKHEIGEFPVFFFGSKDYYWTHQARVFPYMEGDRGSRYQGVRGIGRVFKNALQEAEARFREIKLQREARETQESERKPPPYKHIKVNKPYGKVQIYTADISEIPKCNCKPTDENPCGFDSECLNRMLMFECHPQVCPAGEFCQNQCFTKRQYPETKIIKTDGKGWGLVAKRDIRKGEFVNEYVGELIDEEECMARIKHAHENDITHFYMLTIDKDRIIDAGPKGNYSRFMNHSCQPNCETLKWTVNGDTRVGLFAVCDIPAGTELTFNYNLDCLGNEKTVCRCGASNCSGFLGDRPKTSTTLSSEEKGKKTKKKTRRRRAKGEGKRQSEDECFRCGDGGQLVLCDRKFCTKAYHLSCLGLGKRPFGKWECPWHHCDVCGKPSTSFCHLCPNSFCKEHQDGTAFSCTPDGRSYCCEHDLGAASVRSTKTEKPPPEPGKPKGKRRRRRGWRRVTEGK
dFosB activator = activators of mouse delta FosB homodimer; P13346; purified delta FosB, TAMRA-CDK5 oligo fluorescence polarization; percent of positive-control signal above neutral wells; activation, % at 25 µM; hit rate 0.99% among 340,000;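 active means mean activation above about 17%, with every replicate also reaching it, limit read from the data, passing the limit was not always enough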;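 further: fluorescence polarization rise as delta FosB binds a TAMRA Cdk5 AP-1 oligo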
Wnt bcat act = Wnt/beta-catenin pathway activation. Wnt/beta-catenin reporter cell assay, activator, plate reader. activation, % at 9.35 µM. hit rate 1.2% among 300,000. AID 743398; in the data active means activation above about 30%, passing the limit was not always enough;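 further: 0% = neutral control wells and 100% = positive control wells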
* hit, by the source's call; / = no result given. Rows are unselected; 5% or so of the library scored in one or more.

The opening two entries (preview)
SMILES | SR-BI DiI inh | HTR5A inv ag | HTR5A ag ctr | MITF act | V-ATPase pH | PvdQ inh | CDK5 inh | NSD2 inh | dFosB activator | Wnt bcat act
Cc1csc(NC(=O)CSc2nnc(-c3ccoc3C)n2Cc2ccco2)n1 | -17 | -3 | -1 | -2 | -2 | 8 | -0.7 | 12 | 1 | /
Cc1noc(C)c1COC(=O)c1cccnc1Cl | -11 | 2 | 2 | 1 | -1 | -20 | -1.8 | -11 | 1 | -3

This part in full (from the top)
SMILES | SR-BI DiI inh | HTR5A inv ag | HTR5A ag ctr | MITF act | V-ATPase pH | PvdQ inh | CDK5 inh | NSD2 inh | dFosB activator | Wnt bcat act
Cc1csc(NC(=O)CSc2nnc(-c3ccoc3C)n2Cc2ccco2)n1 | -17 | -3 | -1 | -2 | -2 | 8 | -0.7 | 12 | 1 | /
Cc1noc(C)c1COC(=O)c1cccnc1Cl | -11 | 2 | 2 | 1 | -1 | -20 | -1.8 | -11 | 1 | -3
CCN(CC(=O)Nc1ccc(S(=O)(=O)N2CCCC2)cc1)CC(=O)Nc1ccccc1C(F)(F)F | -10 | -16 | 1 | -29 | -2 | -21 | 0.9 | -1 | -20 | -4
COc1cc(CNn2cn[nH]c2=S)cc(Cl)c1OCc1ccc(F)cc1 | 29 | -15 | 4 | -4 | 5 | -1 | 1.5 | 2 | -8 | 10
CCCCN(C(=S)Nc1cccc(C)c1C)c1c(N)n(CCC)c(=O)[nH]c1=O | 0 | -10 | 4 | -6 | 0 | -14 | -4.8 | 0 | -5 | -1
COc1cccc(NC(=O)CN(C)C(=O)CNC(=O)c2ccc(Oc3ccccc3)cc2)c1 | 22 | -10 | 4 | 63 | 2 | -15 | 1.6 | 2 | -16 | -1
Cc1cccc(NC(=O)C2CC(=O)n3ncnc3N2)c1 (stereo not given) | -11 | / | / | / | 1 | -10 | 0.4 | 1 | -8 | 6
Cc1cc(C)cc(NC(=O)C2C3C=CC4(O3)C2C(=O)N(CCCN(C)C)C4C(=O)NC2CCCC(C)C2C)c1 (stereo not given) | -4 | 3 | -1 | -5 | -4 | -15 | 4.3 | 0 | -7 | 3
Nc1cc(Br)c(N)c(Br)c1 | -18 | -7 | 3 | 7 | 5 | -4 | -0.5 | 2 | -1 | /
Cc1cccc(C(=O)Nc2nnc(Cc3ccccc3)s2)c1 | -5 | -51 | -5 | 6 | -3 | -17 | -0.4 | -5 | -1 | 0
CCOc1ccc(CN(C)CC(=O)Nc2ccccc2C(=O)NC2CC2)cc1 | 11 | -3 | 1 | 9 | -7 | -16 | -3.8 | 1 | -11 | -2
O=C(Nc1ccccc1)c1ccc(=O)[nH]n1 | -21 | 10 | -3 | 3 | -1 | 6 | 2.3 | -6 | 3 | 3
COc1cc(-n2ccnc2SC)c(Cl)cc1Cl | 0 | -9 | 3 | 0 | -2 | -19 | 0.5 | / | 2 | /
OCC1(Cc2ccc(F)cc2F)CCCN(CCCc2ccccc2)C1 (stereo not given) | -12 | -21 | 6 | -1 | 0 | -13 | -0.5 | 8 | -5 | 2
Nn1c(SCC(=O)Nc2cccnc2Cl)nnc1-c1ccccc1 | -13 | -22 | 8 | 15 | -1 | -2 | 1.7 | -1 | -8 | /
CC(=O)NCCCc1nc2ccccc2n1Cc1ccccc1C | -17 | -26 | 2 | -3 | 0 | -9 | -1.5 | -2 | -6 | /
CC1CCCCC1NC(=O)CCn1c(=O)sc2ccccc21 (stereo not given) | 3 | 8 | -2 | 5 | 4 | -14 | 1.2 | -7 | 1 | -1
Cc1cc(C)nc(N/N=C/c2ccccc2OCC(=O)O)n1 | -20 | -14 | 4 | -8 | 0 | -6 | -1.0 | 4 | 2 | 0
CS(=O)(=O)N(CC(=O)N1CCCCCC1)c1cccc(F)c1 | -4 | -21 | 3 | -4 | 2 | -9 | 0.7 | -4 | 0 | 0
Cc1ccc(NC(=O)CCNS(=O)(=O)c2ccc3c(c2)CCC(=O)N3)cc1 | -4 | 9 | -3 | 5 | 2 | -15 | 2.4 | -4 | -9 | -1
CC(=O)NC(Cc1ccc(F)c(F)c1)C(=O)NC1CCN(c2nnnn2-c2ccccc2)CC1 (stereo not given) | -27 | 4 | -1 | -7 | 5 | -3 | 1.9 | -4 | -6 | -1
CC(=O)n1nc(-c2cccnc2)nc1N | 0 | -17 | -9 | 5 | 4 | 4 | -2.0 | 2 | -3 | /
CCOc1cccc(C(=O)N2CCCCC2c2cccnc2)c1 (stereo not given) | -11 | 12 | -4 | / | 3 | -5 | -1.9 | 12 | -5 | -4
CC1CCN(CC(=O)Nc2ccc(Br)cc2[N+](=O)[O-])CC1 | -17 | 4 | -3 | 16 | -2 | 9 | -0.6 | 6 | -5 | 1
COCCNC(=O)CN1C(=O)c2cccc3cccc1c23 | -5 | -1 | 2 | -7 | -4 | -10 | -2.0 | -1 | 0 | 2

A different layout for 5 compounds above.
canonical_smiles	SR-BI DiI inh	HTR5A inv ag	HTR5A ag ctr	MITF act	V-ATPase pH	PvdQ inh	CDK5 inh	NSD2 inh	dFosB activator	Wnt bcat act
CCCCN(C(=S)Nc1cccc(C)c1C)c1c(N)n(CCC)c(=O)[nH]c1=O	0	-10	4	-6	0	-14	-4.8	0	-5	-1
COc1cccc(NC(=O)CN(C)C(=O)CNC(=O)c2ccc(Oc3ccccc3)cc2)c1	22	-10	4	63	2	-15	1.6	2	-16	-1
Cc1cccc(NC(=O)C2CC(=O)n3ncnc3N2)c1 (stereo not given)	-11	/	/	/	1	-10	0.4	1	-8	6
Cc1cc(C)cc(NC(=O)C2C3C=CC4(O3)C2C(=O)N(CCCN(C)C)C4C(=O)NC2CCCC(C)C2C)c1 (stereo not given)	-4	3	-1	-5	-4	-15	4.3	0	-7	3
Nc1cc(Br)c(N)c(Br)c1	-18	-7	3	7	5	-4	-0.5	2	-1	/

Further structures
SMILES | SR-BI DiI inh | HTR5A inv ag | HTR5A ag ctr | MITF act | V-ATPase pH | PvdQ inh | CDK5 inh | NSD2 inh | dFosB activator | Wnt bcat act
COc1ccc(C(C)C)cc1S(=O)(=O)Nc1ncn[nH]1 | / | 4 | -1 | -4 | -2 | -11 | 1.7 | -2 | 2 | -1
COc1ccc(C(=O)COC(=O)c2ccc3c(c2)NC(=O)CS3)c(OC)c1 | 54 | 8 | -3 | -6 | 1 | 14 | 3.2 | 2 | -18 | -9
COc1ccc(OC)c2sc(NC(=O)CCSc3ccccc3)nc12 | 13 | -22 | 2 | 9 | 2 | 4 | 0.7 | / | 3 | -3
CC(NS(=O)(=O)c1ccc(Br)cc1)C(=O)NCC1CCCO1 (stereo not given) | / | -3 | 1 | 9 | -3 | -6 | -1.1 | 3 | -11 | -1
Cc1ccc(-n2c(SCC(=O)NCc3ccco3)nnc2-c2cccnc2)c(C)c1 | 14 | 9 | -4 | -5 | 2 | 0 | -0.5 | 0 | -2 | /
O=C(O)c1ccc2c(c1)S(=O)(=O)c1ccccc1C2=O | -26 | -1 | 0 | -7 | 2 | 9 | 0.4 | -2 | 0 | /
Cc1ccc(C)c(N(C(=O)Cn2nnc3ccccc32)C(C(=O)NC(C)(C)C)c2ccsc2)c1 (stereo not given) | -30 | 20 | -8 | -2 | -4 | -16 | -3.4 | -1 | -3 | /
CCCn1c(SCC(=O)NCc2ccco2)nnc1C(C)C | 9 | -19 | 1 | -7 | -3 | -9 | -1.3 | 7 | -11 | 4
COc1ccc(OC)c(/C=C/C(=O)N(C)CC(=O)Nc2ccc(N3CCOCC3)cc2)c1 | 22 | 16 | -4 | 10 | -3 | 1 | 0.7 | 4 | -8 | -2
O=C(COC(=O)/C=C/c1cccs1)Nc1ccc2ccccc2c1 | -25 | 13 | 2 | -4 | -4 | -14 | -1.3 | -1 | -4 | /
COc1ccc(C)cc1Nc1cc(C)nc2nc(C)nn12 | -13 | -5 | 2 | -16 | 3 | 2 | 0.3 | / | 0 | -3
COc1cc(CNc2nc(C)c([N+](=O)[O-])c(C)c2C#N)cc(OC)c1OC | 48 | -33 | -2 | -20 | -2 | -1 | 0.5 | -2 | -8 | -8
Cn1ccnc1C(O)(c1ccccc1)c1ccccc1 | / | 6 | -3 | 10 | -4 | -3 | -0.6 | -3 | -7 | -1
C=CCN(C(=O)CCC(=O)O)C1CC(=O)N(c2ccc(OCCC)cc2)C1=O (stereo not given) | 13 | 13 | 3 | 7 | 3 | -8 | -1.2 | 5 | 0 | /
O=C1C(=O)N(Cc2ccccc2)C(=O)N1CCN1C(=O)c2ccccc2C1=O | -4 | 8 | -4 | -1 | -1 | -19 | -1.9 | -3 | -5 | -1
CCOC(=O)c1c(C)[nH]c(C(=O)OCC(=O)N(CC(C)C)C2CCS(=O)(=O)C2)c1C (stereo not given) | 24 | -2 | 1 | 5 | 1 | 10 | -1.4 | 0 | -10 | -2
COc1ccc(NC(=S)N/N=C/c2ccc(F)c(F)c2)cc1 | / | -10 | 0 | 4 | -4 | -12 | -1.3 | 1 | -2 | 13
COc1ccc(Nc2cc(C)nc3ncnn23)cc1 | -37 | 8 | -2 | / | -1 | 5 | 0.1 | -2 | 3 | 1
Cc1csc(NC(=O)c2ccccc2[N+](=O)[O-])n1 | 14 | -7 | -5 | / | -1 | -11 | 1.8 | -2 | -4 | /
Cc1ccc(S(=O)(=O)c2nc(S(C)(=O)=O)sc2N2CCC3(CC2)OCCO3)cc1 | 0 | -37 | 15 | -25 | 1 | -6 | -3.8 | 1 | -6 | 2
CSc1ccc(C(=O)C2CCCN(Cc3cccc4nccnc34)C2)cc1 (stereo not given) | / | -1 | 1 | -2 | 1 | -8 | -0.4 | 4 | -8 | 1
Cc1cc(C(=O)CSc2nc(N)cc(=O)[nH]2)c(C)n1-c1ccc(OC(F)F)cc1 | 32 | 4 | -1 | -23 | 1 | -11 | 1.6 | 11 | -18 | -5
CC(=O)c1ccc(OCC(O)CN2C(C)CCCC2C)cc1 (stereo not given) | -17 | -22 | -2 | / | 1 | -10 | 0.4 | / | -3 | 0
COc1ccc(S(=O)(=O)Nc2ccc(-c3ccc4nnc(C)n4n3)cc2)c(OC)c1 | 15 | 0 | 7 | -10 | -2 | 2 | 0.0 | -1 | 22* | -1
COc1ccccc1NS(=O)(=O)c1cc(Cl)ccc1OC | -9 | -16 | 5 | 9 | 0 | -2 | -0.8 | 2 | 1 | 2
Cc1cccc(C(=O)Nc2ccc(C(=O)/C=C/c3cccs3)cc2)c1 | 34 | 0 | 2 | 20 | 0 | -15 | -1.3 | / | -11 | /
NNc1nnc2c3cc(F)ccc3n(Cc3ccccc3)c2n1 | -2 | -5 | -4 | 1 | 3 | -13 | 1.8 | 2 | -6 | 1

Two entries drawn at random from those above, as already listed:
SMILES | SR-BI DiI inh | HTR5A inv ag | HTR5A ag ctr | MITF act | V-ATPase pH | PvdQ inh | CDK5 inh | NSD2 inh | dFosB activator | Wnt bcat act
O=C1C(=O)N(Cc2ccccc2)C(=O)N1CCN1C(=O)c2ccccc2C1=O | -4 | 8 | -4 | -1 | -1 | -19 | -1.9 | -3 | -5 | -1
CCCn1c(SCC(=O)NCc2ccco2)nnc1C(C)C | 9 | -19 | 1 | -7 | -3 | -9 | -1.3 | 7 | -11 | 4
